Platelet DG rel: platelet dense granule release activity | human platelet-rich plasma, SFLLRN dense granule ATP release, luminescence | inhibition, %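 (compounds screened at 7.5 µM in platelet-rich plasma)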 | 0.22% of 300,000 active;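 active = mean replicate score, as percent of positive control, at or above 50; inconclusive = mean below 50 but at least one replicate at or above 50; inactive = mean and every replicate below 50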
TRPC4 act: activators of mouse TRPC4 channel; HEK293 TRPC4beta/mu-opioid, Fluo4 calcium fluorescence; hits give high values; 0.49% of 310,000 active; B-score at 10 µM;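 active = B-score above 5 SD of library B-scores, and initial fluorescence ratio not above library mean plus 5 SD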;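 also: positive B-score marks a calcium rise read as TRPC4 activation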
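Assay system: HEK293 stable line with TRPC4beta plus mu-opioid receptor; schedule: 45 min room-temperature Fluo4 loading, 110 s read; technique: kinetic Fluo4 calcium fluorescence; evaluation: integrated baseline-normalised fluorescence ratio, converted to per-well B score; controls: buffer (low) and maximal DAMGO (high)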
KCNK9 inh: human KCNK9 channel inhibition; Q9NPC2; HEK293 KCNK9, FluxOR thallium flux fluorescence; hits give low values; B-score at 10 µM; 1.2% of 310,000 active; AID 488922;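 active = ratio B-score over 3 SD below the library mean, with starting fluorescence within 5 SD of its mean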;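 also: negative B-score means less thallium flux so channel inhibition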
Target sequence (Q9NPC2 whole entry, looked up): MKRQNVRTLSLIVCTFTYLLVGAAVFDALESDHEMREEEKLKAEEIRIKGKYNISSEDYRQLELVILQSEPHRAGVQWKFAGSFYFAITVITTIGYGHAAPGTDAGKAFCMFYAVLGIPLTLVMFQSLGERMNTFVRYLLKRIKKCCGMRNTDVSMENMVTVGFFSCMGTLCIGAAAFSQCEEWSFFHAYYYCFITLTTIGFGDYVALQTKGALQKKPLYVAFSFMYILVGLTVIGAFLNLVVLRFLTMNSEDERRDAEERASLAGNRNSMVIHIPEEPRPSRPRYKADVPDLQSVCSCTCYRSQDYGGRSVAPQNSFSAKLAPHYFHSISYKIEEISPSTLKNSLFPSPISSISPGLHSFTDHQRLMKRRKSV
Dyrk1A ADPGlo: Dyrk1A (rat) kinase inhibition | Q63470 | ADP-Glo luminescence, NFATc1 peptide | inhibition, % at 12.5 µM | 0.43% of 310,000 active; in the data active = inhibition above about 50%;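 also: plate controls were vehicle with enzyme for no effect and no enzyme for full effect; many of its hits are not listed in these tables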
hERG protect: compounds protecting human hERG from proarrhythmic drug block; Q12809; CHO-hERG, FluxOR thallium flux, dofetilide IC70 present; activation (rescue from dofetilide block), less the hit threshold, % at 10 µM; 0.51% of 310,000 active;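 active = activation above the mean of controls blocked by dofetilide plus 5 SD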;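 also: thallium influx through hERG after potassium depolarization seen as dye fluorescence rise; in these data hits start at about 4.7%; inactives centre near -7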
TRPC4 inh: TRPC4 (mouse) channel inhibition. 0.39% of 300,000 active. B-score at 10 µM. HEK293 TRPC4beta/mu-opioid, DAMGO-evoked Fluo4 calcium flux; hits give low values. Q9QUQ5. AID 2247;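 active = B-score over 3 SD under the library average, no early fluorescence shift, positive overall ratio signal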
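Material: HEK293 cells with stable TRPC4beta plus mu-opioid receptor expression / Probe or stimulus: DAMGO in two steps, submaximal then maximal / Compound: single concentration per test compound / Technique: kinetic Fluo4 fluorescence imaging of calcium influx / Read-out: per-well B score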
KCNK3 inh: human KCNK3 channel inhibition, primary screen | O14649 | CHO-KCNK3 thallium flux, FluxOR fluorescence; hits give low values | B-score at 10 µM | 0.84% of 340,000 active;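 active = B-score under library mean minus 4 SD, starting fluorescence ratio at most library mean plus 5 SD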;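 also: more negative B-score means stronger inhibition of thallium flux through KCNK3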
Target sequence (O14649 whole entry, looked up): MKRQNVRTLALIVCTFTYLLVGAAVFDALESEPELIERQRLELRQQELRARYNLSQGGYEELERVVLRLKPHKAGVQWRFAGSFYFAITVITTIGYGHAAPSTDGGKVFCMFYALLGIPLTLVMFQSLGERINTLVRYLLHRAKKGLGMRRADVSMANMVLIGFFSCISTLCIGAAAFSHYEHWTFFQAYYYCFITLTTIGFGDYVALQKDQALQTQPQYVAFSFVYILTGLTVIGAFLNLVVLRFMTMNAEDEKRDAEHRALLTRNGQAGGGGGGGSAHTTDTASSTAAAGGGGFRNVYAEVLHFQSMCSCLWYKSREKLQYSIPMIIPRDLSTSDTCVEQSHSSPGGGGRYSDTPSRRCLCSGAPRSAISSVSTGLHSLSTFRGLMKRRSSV
TRPC4 potent: allosteric potentiators of mouse TRPC4 channel; Q9QUQ5; HEK293 TRPC4beta/mu-opioid, DAMGO EC20, Fluo-4 Ca2+ flux; hits give high values; B-score at 10 µM; 0.42% of 310,000 active;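 active = B-score of calcium response area above 5 SD of library B-scores, with initial fluorescence ratio within 5 SD of library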;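 also: B-score of integrated fluorescence ratio over time as area under calcium response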
KCNQ1 block: inhibitors of human KCNQ1 potassium channel; P51787; CHO-K1 KCNQ1, FluxOR thallium flux fluorescence; hits give high values; B-score at 10 µM; 1.3% of 310,000 active; AID 2642;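 active = compounds whose thallium flux B-score, printed positive for inhibition, exceeds three library SD while starting fluorescence stays within three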;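 also: channel opened by potassium depolarization with thallium stimulus after 20 min compound exposure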
KCNQ1 pot: human KCNQ1 channel potentiation or activation | P51787 | CHO-K1 KCNQ1, thallium flux FluxOR fluorescence; hits give high values | B-score at 10 µM | 0.35% of 310,000 active;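 active = fluorescence ratio B-score, a plate-corrected score, at least three library SD, with initial intensity B-score within 5 SD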
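Medium – assay buffer, equal DMSO in all wells · Material – CHO-K1 cell line with stable KCNQ1 potassium channel expression · Signal – kinetic FluxOR thallium fluorescence, 10-s 1-Hz baseline, 110-s post-stimulus read · Compound – single concentration per compound, DMSO matched to controls · Schedule – 37 °C overnight plating, 90-min dark dye load, 20-min compound pretreatment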
PolyA inh: inhibitors of polyadenylation in S. cerevisiae. S. cerevisiae SKY197-pL101 polyadenylation reporter, beta-gal luminescence; efflux-impaired pdr1/pdr3 knockout yeast; score 100 = 6 SD above DMSO. calls only at 12 µM. 0.02% of 300,000 active;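 active = lowest replicate activity score at least 50, where 100 means six control SD above control mean; inconclusive = lowest score under 50 but half or more replicates reach 50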;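 also: yeast exposed to compound for 9 h at 30 °C; higher score means more reporter readthrough which indicates perturbed polyadenylation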
* marks the source's active call; other numbers are inactive results; i = inactive; u = inconclusive; x = not tested or not shown. The list is partial (hit frequency here may not be typical).

SMILES	Platelet DG rel	TRPC4 act	KCNK9 inh	Dyrk1A ADPGlo	hERG protect	TRPC4 inh	KCNK3 inh	TRPC4 potent	KCNQ1 block	KCNQ1 pot	PolyA inh
Cc1cccc(-c2noc(CN(C)C(=O)c3ccoc3C)n2)c1	-11.6	i	i	-3.7	-3.2	i	i	i	i	i	i
O=C(NC(=S)NCc1ccccc1)C1CCCCC1	-0.8	i	i	-9.2	-7.3	i	i	i	i	i	i
COc1cc2c(cc1OC)C1Cc3ccc(OC)c(OC)c3CN1CC2 (centres undefined)	-5.1	i	i	4.4	-1.5	i	i	i	i	i	i
COc1ccc(C2=NN(C(=O)c3ccncc3)C(c3ccccc3O)C2)cc1 (centres undefined)	19.6	i	i	-5.3	-10.0	i	i	i	i	i	i
Cc1ccc(CCNC(=O)C23C[C@H]4C[C@@H](C2)CC(n2nnc(C)n2)(C4)C3)cc1	0.4	i	i	1.8	-11.1	i	i	i	i	i	i
COc1ccc(NC(=S)NC(NC(=O)c2ccccc2Cl)C(Cl)(Cl)Cl)c([N+](=O)[O-])c1 (centres undefined)	1.6	i	i	1.3	1.1	i	i	i	i	i	i
CC(C)(C)c1ccc(C(=O)CC(=O)c2cc(Cl)ccc2O)cc1	3.4	i	i	1.3	7.7*	i	i	i	i	i	i
Cc1ccc(NC(=O)NC2CCN(CC(=O)Nc3nccs3)CC2)cc1	-1.0	i	i	-5.9	-16.2	i	i	i	i	i	i
CC1(C)NC(=O)N(CC(=O)Nc2nc(-c3ccc(F)cc3)cs2)C1=O	10.7	i	i	-8.1	-6.8	x	i	i	i	i	i
Cc1ccc(NC(=O)[C@@H]2CCCN2S(=O)(=O)c2ccccc2C(F)(F)F)cc1S(=O)(=O)N1CCOCC1	1.6	i	i	-3.2	-2.9	i	i	i	i	i	i
Fc1ccc(Sc2ccccc2CNC2=NCCN2)cc1	-5.2	i	i	3.1	-16.4	i	i	i	i	i	i
O=c1cc(CN2CCOCC2)c2cc(Cl)ccc2o1	-2.2	i	i	15.4	-9.6	i	i	i	i	i	i
COC(=O)C(CC(C)C)NC(=O)C(N)Cc1ccccc1 (centres undefined)	1.5	i	i	-13.0	-5.0	i	i	i	i	i	i
O=C(COc1cccc(F)c1)N1c2ccccc2Sc2ccccc21	-10.4	i	i	-3.3	-6.9	i	i	i	i	i	i
CCO[C@@H]1OC(C(=O)N2CCN(C)CC2)=C[C@H](c2coc3ccccc3c2=O)[C@H]1CCCO	0.5	i	i	-17.4	-6.6	i	i	i	i	i	i
Cc1cc(-c2nnc(SCc3cccnc3)o2)no1	3.0	i	i	-7.5	-9.8	i	i	i	i	i	i
COc1ccc(NC(=O)c2cccc(OC(F)F)c2)cc1Cl	11.0	i	i	-1.3	-7.5	i	i	i	i	i	i
c1ccc(N2CCOCCOCCOCCOCCOCC2)cc1	2.3	i	i	-9.8	-20.7	i	i	i	i	i	x
COc1ccc(-n2c(C)cc(C(=O)CCl)c2C)cc1	5.2	i	i	-10.5	-18.9	i	i	i	i	8*	i
CCCCNC(=O)COC(=O)c1ccc(Cl)c(S(=O)(=O)N2CCCC2)c1	3.0	i	i	10.5	-14.3	i	i	i	i	i	i
COCC1CCCCN1C(=O)c1cccc(OC2CCN(S(C)(=O)=O)CC2)c1 (centres undefined)	0.5	i	i	-2.6	-11.5	i	i	i	i	i	i
Cc1cccc(N/C(N)=N/c2nc(C)cc(C)n2)c1	0.1	i	i	3.8	-13.3	i	i	i	i	i	i
CN1CCC(OC(=O)COc2ccccc2)CC1	-0.6	i	i	-1.4	-4.3	i	i	i	i	i	i
Cc1ccc([C@@H]2[C@@H]3C(=O)N(C)C(=O)[C@@H]3[C@]3(Cc4ccccc4)C(=O)N(Cc4ccccc4)CC(=O)N23)o1	-0.9	i	i	-2.3	-6.3	i	i	i	i	i	i
CN(C(=O)CS(=O)(=O)c1cn(CC(=O)N2CCCC2)c2ccccc12)c1ccccc1	1.8	i	i	2.1	-12.8	i	i	i	i	i	i
O=C(CSc1nnc(NC(=O)c2ccccc2Cl)s1)Nc1ccc2c(c1)oc1ccccc12	10.8	i	i	x	-4.9	i	x	i	i	i	i
CCOC(=O)NC(Nc1cc(C)ccn1)(C(F)(F)F)C(F)(F)F	16.9	i	i	4.8	-8.5	i	i	i	i	i	i
CCCNC(=O)Nc1nccs1	-4.9	i	i	8.9	-12.2	i	i	i	i	i	i
O=C(c1ccco1)N1CCCN(Cc2cn[nH]c2-c2ccc(-c3ccccc3)cc2)CC1	-1.8	i	i	1.7	-8.5	x	i	i	i	i	i
O=C(OCCCN1CCCCC1)c1ccc(O)cc1	2.0	i	i	-2.3	-4.8	i	i	i	i	i	i
COc1cccc(NC(=O)c2ccccc2N2C(=O)C3C4C=CC(C4)C3C2=O)c1 (centres undefined)	0.4	i	i	3.3	-11.9	i	i	i	i	i	i
CS(=O)(=O)N1CCN(C(=O)c2cc(-c3ccccc3)nc3ccccc23)CC1	4.3	i	i	-2.2	-18.7	i	i	i	i	i	i
CCOC(=O)C1CCCN(c2c(NCCCN(C)Cc3ccccc3)c(=O)c2=O)C1 (centres undefined)	-1.5	i	i	0.1	-10.0	i	i	i	i	i	i
COc1ccc(CC(=O)Nc2c(C(=O)N3CCN(c4ncccn4)CC3)oc3ccccc23)cc1	-2.6	i	i	7.0	-10.8	i	i	i	i	i	i
CCCn1c(N)c(N(CCOC)C(=O)COC(=O)c2ccccc2NCCO)c(=O)[nH]c1=O	-7.3	i	i	-6.3	-14.0	i	i	i	i	i	i
CCOC(=O)C1CCCN(c2c(NCCCN(CC)c3ccccc3)c(=O)c2=O)C1 (centres undefined)	-2.5	i	i	1.7	-4.5	i	i	i	i	i	i
Cn1cc(S(=O)(=O)N2CCc3ccccc32)cc1C(=O)NC(C)(C)C	23.8	i	i	-4.2	-10.7	i	i	i	i	i	i
COc1ccc(NC(=S)N(CCO)Cc2ccccc2)cc1	-3.4	i	i	-1.1	-13.8	i	i	i	i	i	i
N#C/C(=C(/O)c1ccc2c(c1)OCO2)c1nc2cc(C(F)(F)F)ccc2s1	1.9	i	i	2.8	-7.6	i	i	i	11*	i	i
Cc1onc(-c2ccccc2)c1C(=O)N1CCCCCC1	7.5	i	i	-6.3	-12.0	i	i	i	i	i	i
COc1ccc(C/C(C)=N/NC(=O)c2cccnc2)cc1	2.0	i	i	6.3	-7.4	i	i	i	i	i	i
O=C(COc1ncnc2c(Cl)cc(Cl)cc12)N1CCCCC1	-4.7	i	i	-3.1	-13.8	i	i	i	i	i	i
Cc1cc(S(=O)(=O)N2CCOCC2)ccc1OCC(=O)Nc1ccc(F)cc1F	-0.2	i	i	2.4	-6.0	i	i	i	i	i	i
CCCCC(NC(=O)Cc1c(C)c2cc3c4c(oc3c(C)c2oc1=O)CCCC4)C(=O)O (centres undefined)	1.0	i	i	1.4	-11.4	i	i	i	i	i	i
CCCOc1ccc(Cl)cc1Nc1nc(NCCO)nc(N2CCCC2)n1	2.7	i	i	x	-7.0	i	i	i	i	i	i
O=C(CNC(=O)c1ccc(Cl)cc1)Nc1ccccc1C(F)(F)F	-6.1	i	i	-4.2	-18.6	i	i	i	i	i	i
CCCc1nnc(NC(=O)C(CC)OC(=O)c2cc(C)nc3ccccc23)s1 (centres undefined)	-1.5	i	i	6.2	-17.0	i	i	i	i	i	i
CCN(CC)CCNC(=O)/C(=C\c1cccn1C)NC(=O)c1cccs1	-4.2	i	i	-0.1	-6.5	i	i	i	i	i	i
COc1ccc(NC(=S)NCc2ccc(F)cc2)c(OC)c1	3.0	i	i	-0.4	2.8	i	i	i	i	i	i
O=[N+]([O-])c1ccc2[nH]c(O)c(N=NC(=S)NCC3CCCO3)c2c1 (centres undefined)	-4.3	i	i	7.1	-1.9	i	i	i	i	i	i

More results:
SMILES	Platelet DG rel	TRPC4 act	KCNK9 inh	Dyrk1A ADPGlo	hERG protect	TRPC4 inh	KCNK3 inh	TRPC4 potent	KCNQ1 block	KCNQ1 pot	PolyA inh
O=C(Nc1nncs1)C12CC3CC(CC(C3)C1)C2	3.2	i	i	-3.0	-4.9	i	i	i	i	i	i
COc1cc(C(=O)OC(C)C(=O)NC2CCCCC2C)c([N+](=O)[O-])cc1OC (centres undefined)	-7.4	i	i	3.5	-3.3	i	i	i	i	i	i
O=C(CCn1nc(-c2ccccc2)c2ccccc2c1=O)NCC1CCCO1 (centres undefined)	-0.7	i	i	5.2	-1.9	i	i	i	i	i	i
COc1ccccc1OCc1ccc(C(=O)NC(C)c2ccccc2)o1 (centres undefined)	2.4	i	i	9.2	-3.7	i	i	i	i	i	i
CN1CCN(CCC(=O)N/N=C/c2cc3c(cc2[N+](=O)[O-])OCO3)CC1	-11.9	i	i	-7.9	-2.6	i	i	i	i	i	i
COc1ccc(-c2nnc3n(CCc4ccccc4)c(=O)c4ccccc4n23)c(OC)c1	u	i	i	-3.4	-7.7	i	i	i	i	i	i
CCCN1C2CCCC1CC(NC(=O)c1ccccc1OCC)C2 (centres undefined)	1.3	i	i	1.0	-11.5	i	i	i	i	i	i
O=C(NCc1ccccc1Cl)C1CCN(S(=O)(=O)c2cccs2)CC1	-0.4	i	i	-6.5	-13.3	i	i	i	i	i	i
O=C(CN(C(=O)CSc1nc2ccccc2o1)c1ccccc1F)NC1CCCCC1	-0.6	i	i	0.2	-8.0	i	i	i	i	i	i
Cc1cc(N(CC(=O)NC(C)C)S(C)(=O)=O)ccc1Br	2.7	i	i	3.8	-3.0	i	i	i	i	i	i
COCCN1C(=O)C(O)=C(C(C)=O)C1c1ccc(F)cc1 (centres undefined)	-52.5	i	i	0.1	-7.4	i	i	i	i	i	i
COc1ccc(CCN(Cc2ccccn2)C(=S)Nc2ccccc2Cl)cc1OC	-9.0	i	i	x	-9.3	i	i	i	i	i	i
CCCc1c(C)[nH]c2ccc(NC(C)=O)cc2c1=O	-3.0	i	i	0.5	-8.6	i	i	i	i	i	i
Cc1ccc2[nH]c(=O)cc(C(=O)OCC(=O)c3ccccc3)c2c1	3.3	i	i	0.0	-7.0	i	i	i	i	i	i
O=C1CC2(CCN(C(=O)c3ccccc3[N+](=O)[O-])CC2)Oc2ccccc21	19.9	i	i	-3.8	-8.8	i	i	i	i	i	i
